S-ASM inh = Inhibitors of Secretory Acid Sphingomyelinase (S-ASM): qHTS | Potency, µM (highest dose often 57.5 µM), inactives show at the highest dose activity change, negative = inhibition, usual class: inhibitors | Sphingomyelin phosphodiesterase (Homo sapiens), P17405 | placental ASM, HMU-PC fluorogenic substrate, 60 min | 340,000 tested, 0.006% active; also: potency is read from the fitted curve at half-maximal effect
Target sequence (P17405 47-631 limits assumed): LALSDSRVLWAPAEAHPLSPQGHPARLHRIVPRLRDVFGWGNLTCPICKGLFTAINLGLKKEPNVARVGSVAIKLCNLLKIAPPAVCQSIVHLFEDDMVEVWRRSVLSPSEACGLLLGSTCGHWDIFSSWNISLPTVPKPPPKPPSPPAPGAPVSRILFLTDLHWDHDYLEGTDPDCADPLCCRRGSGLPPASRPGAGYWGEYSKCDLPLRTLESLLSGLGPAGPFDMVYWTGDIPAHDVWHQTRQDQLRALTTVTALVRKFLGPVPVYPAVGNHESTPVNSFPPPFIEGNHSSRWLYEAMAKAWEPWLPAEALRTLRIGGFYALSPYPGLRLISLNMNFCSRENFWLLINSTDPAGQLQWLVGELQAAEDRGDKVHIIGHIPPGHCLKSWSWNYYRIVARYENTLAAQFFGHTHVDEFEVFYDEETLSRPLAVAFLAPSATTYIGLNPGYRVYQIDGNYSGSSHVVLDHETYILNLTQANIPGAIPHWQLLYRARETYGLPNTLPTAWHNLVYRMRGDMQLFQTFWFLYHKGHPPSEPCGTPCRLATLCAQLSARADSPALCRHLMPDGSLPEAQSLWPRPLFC
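Human placenta-derived ASM preincubated with compound 10 min at room temperature, then reacted with 9 uM (final) fluorogenic HMU-PC substrate for 60 min at 37 C. Stop solution raises pH to 10; fluorescence read at Ex 386/Em 447 nm.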
Integrin act MD = qHTS for Activators of Integrin-Mediated Alleviation for Muscular Dystrophy. alpha7betagal myoblasts, beta-gal FDG fluorescence, 48 h. Potency, µM (highest dose often 38.3 µM), for inactives: at the top dose activation, usual class: activators. 350,000 tested, 0.064% active. AID 624291, 2012;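 also: potency is read from the fitted curve at half-maximal effect; 100% = response of the positive control SU9516; nearly all actives have a fitted effect of over 60% in size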
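Alpha7betagal+/- myoblasts (passage 13) were plated 16-24 hr, then exposed to compounds (1:260 dilution of DMSO stock) for 48 hours at 37C. After MPER lysis, β-galactosidase reporter activity was read as FDG fluorescence (ex 480/em 540) after 30 minutes.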
PTAP TSG101 blk = qHTS Assay for Iinhibitors of HIV-1 Budding by Blocking the Interaction of PTAP/TSG101; Fluorescence polarization, FITC-PTAP peptide / Tsg101 binding; Potency, µM (titrated, usually from 115 µM), without a hit: top-dose activity change, negative = inhibition, hits mostly inhibitors; 340,000 tested, under 10 active; AID 493005, 2010; active = well fitted inhibition curve with a large enough effect in the main read-out, with a control signal flat, not every such curve was filed as active; inconclusive = small, poorly fitted or top-dose-only effect, or effect the other way, or a change in a side signal; inactive = no such curve, though single readings can be large or run the other way; also: potency is read from the fitted curve at half-maximal effect; % of control where 0% means no effect
Target sequence (Q99816 whole entry, looked up): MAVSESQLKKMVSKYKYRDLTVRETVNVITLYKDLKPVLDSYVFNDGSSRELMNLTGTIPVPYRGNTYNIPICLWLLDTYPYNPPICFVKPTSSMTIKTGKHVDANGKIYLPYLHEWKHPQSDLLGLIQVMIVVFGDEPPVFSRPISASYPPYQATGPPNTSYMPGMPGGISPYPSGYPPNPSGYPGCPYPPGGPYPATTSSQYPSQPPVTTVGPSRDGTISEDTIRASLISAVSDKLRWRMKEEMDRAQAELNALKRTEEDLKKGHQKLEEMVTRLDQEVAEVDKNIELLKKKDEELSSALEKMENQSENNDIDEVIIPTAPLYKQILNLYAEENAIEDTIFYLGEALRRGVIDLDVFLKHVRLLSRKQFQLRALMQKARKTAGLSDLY
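Steps: Tsg101 binding domain dispensed (10 uM final), compounds pinned in DMSO, FITC-labeled PTAP-motif peptide added (50 nM final); after 20 min binding at room temperature, polarization measured.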
Giardia kill = Small Molecules that selectively kill Giardia lamblia: qHTS; Giardia lamblia trophozoite viability; activity change, % at 7.66 µM, hits read low; 340,000 tested, 0.15% active; in the data active = activity change below about -80%; inconclusive = between about -30% and that limit;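 also: parasites exposed to compound for two days anaerobically before the ATP read; % is scaled to controls: 0 for no effect and ±100 for the full control effect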
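Luminescence from cellular ATP indicates surviving trophozoites (100 cells/well) following 48 hrs anaerobic compound treatment at 37 deg C; signal develops 15-30 min at room temperature.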
* = called active by the depositor; i = inactive; ? = inconclusive; · = not tested or not shown; [ ] = another dose, or the depositor's remark. Unless noted, calls follow the shape of the dose curve; as a rule, active = well fitted curve in the direction sought with a large enough effect; inconclusive = small, poorly fitted or top-dose-only effect, or another doubt; inactive = no such curve, though single readings can be large; an effect the other way counts as inactive or inconclusive. Only part of the results is shown; rates above refer to the full screens.

Values run as follows: S-ASM inh, Integrin act MD, PTAP TSG101 blk, Giardia kill
Nc1c(C(=O)NC2CCCC2)c2nc3ccccc3nc2n1/N=C/c1cccnc1
 : ·, 1.2%, -3.0%, 7.9
O=C1CC[C@@H]2CC3(C[C@@H]4CCN1[C@H]24)Nc1cc(Cl)ccc1NC3=NC1CCCCC1 (some centres undefined)
 : -1.0%, 18.8%, -6.9%, 23.8
CC(C)CCN1CCC(CN2CCNC(=O)C2=O)CC1
 : -0.1%, 0.0%, 2.4%, 22.0
Cc1ccc(-c2cc(=O)[nH]c(NCc3ccccc3)n2)cc1
 : -0.5%, 18.9%, -1.4%, 5.8
C#CCOCCOCCOCCNc1nc(N2CCOCC2)nc(N2CCN(C(=O)[C@H](CCCCN)n3cc(CCC(=O)O)nn3)CC2)n1
 : 3.8%, -35.4%, 0.5%, 10.2
COc1cc(/C=C/c2ccc(/C=C/c3cc(OC)c(OC)c(OC)c3)cc2)cc(OC)c1OC
 : i, 21.1%, -1.3%, 6.5
Cc1cc(C(c2cc(C)c(N)c(C)c2)c2ccco2)cc(C)c1N
 : -3.0%, -22.9%, -2.6%, 10.1
CCCCN(C(=O)c1cccc(N2C(=O)c3ccccc3C2=O)c1)c1c(N)n(CCCC)c(=O)[nH]c1=O
 : 5.0%, ?, 0.6%, 10.5
C[C@]12C(=O)N(c3ccc(Cl)cc3)C(=O)N1[C@@H]1c3ccccc3OC[C@@H]1[C@H]2c1ccccc1
 : -8.6%, 34.0%, -1.2%, -1.6
CC(OC(=O)CCNS(=O)(=O)c1ccccc1)C(=O)Nc1ccc(S(=O)(=O)N2CCCCC2)cc1 (centres undefined)
 : -0.2%, -20.5%, -11.6%, 5.4
C(=Cc1c[nH]c2ccccc12)c1nccc2ccccc12
 : 51.6%[activator], -58.0%[inhibitor], 13.0%, -22.7
CCOC(=O)c1nc2c(=O)n(C)c(=O)n(C)c2n(C)c1=O
 : 260.9%[activator], -0.1%, -2.1%, ?
Cc1cccc(C)c1C(=NCCN(C)C)c1ccccc1
 : 3.3%, -9.1%, -3.0%, 14.7
CC(C)(C)[C@H]1C=C(C(=O)NCc2ccccc2)O[C@@H](OCCCCO)C1
 : 2.0%, -0.2%, 0.9%, -4.2
Oc1cccc(C=NN=C2c3ccccc3-c3ccccc32)c1
 : -16.4%, ?, -0.1%, -9.7
O=C(/C=C/c1ccc(Cl)c(Cl)c1)Nc1cccnc1
 : -0.8%, -3.6%, -5.6%, -6.1
CC(=O)Oc1cc(O)c2c(=O)c(OC(C)=O)c(-c3ccc(OC(C)=O)c(OC(C)=O)c3)oc2c1
 : ?, -6.8%, 2.1%, -20.3
O=C(c1ccccc1)N1N=C(c2ccc(F)cc2)CC1c1ccc(F)cc1 (centres undefined)
 : -2.9%, 21.6%, -0.6%, -5.5
O=C(CSc1nc2scc(-c3cccs3)c2c(=O)n1CCc1ccccc1)N1CCCC1
 : -9.5%, 25.2%, -4.4%, 21.3
COc1ccc(NC(=O)c2cc(S(=O)(=O)N3CCOCC3)ccc2C)cc1S(=O)(=O)N1CCCCC1
 : 2.4%, -17.4%, -2.7%, -10.9

A draw from above in order of molar mass, low to high.
Values run as follows: S-ASM inh, Integrin act MD, PTAP TSG101 blk, Giardia kill
C(=Cc1c[nH]c2ccccc12)c1nccc2ccccc12
 : 51.6%[activator], -58.0%[inhibitor], 13.0%, -22.7
Oc1cccc(C=NN=C2c3ccccc3-c3ccccc32)c1
 : -16.4%, ?, -0.1%, -9.7
CC(C)(C)[C@H]1C=C(C(=O)NCc2ccccc2)O[C@@H](OCCCCO)C1
 : 2.0%, -0.2%, 0.9%, -4.2
COc1ccc(NC(=O)c2cc(S(=O)(=O)N3CCOCC3)ccc2C)cc1S(=O)(=O)N1CCCCC1
 : 2.4%, -17.4%, -2.7%, -10.9

Random excerpt: two records from the list.
Values run as follows: S-ASM inh, Integrin act MD, PTAP TSG101 blk, Giardia kill
CC(C)(C)[C@H]1C=C(C(=O)NCc2ccccc2)O[C@@H](OCCCCO)C1
 : 2.0%, -0.2%, 0.9%, -4.2
O=C(CSc1nc2scc(-c3cccs3)c2c(=O)n1CCc1ccccc1)N1CCCC1
 : -9.5%, 25.2%, -4.4%, 21.3

(listing goes on)
Values run as follows: S-ASM inh, Integrin act MD, PTAP TSG101 blk, Giardia kill
Cc1ccc(S(=O)(=O)N2CCC(=O)CC2c2ccccc2)cc1 (centres undefined)
 : 1.8%, 16.9%, -0.4%, -12.8
CCSc1nc2nccnc2c(=O)[nH]1
 : 173.4%[activator], 28.8%, 0.3%, 11.3
O=C(Cc1cccc(NC(=O)C2CCCN(C(=O)CCc3ccccc3)C2)c1)Nc1cccc(C(=O)N2CCCCC2)c1 (centres undefined)
 : 1.6%, -8.9%, -1.8%, ?
CC1(c2nnc(-c3cccc(Cl)c3)o2)CC(c2cccnc2)=NO1 (centres undefined)
 : -0.8%, 13.8%, -0.6%, 25.7
COc1ccc2c(c1)OCC(O)(c1ccccc1)C2=O (centres undefined)
 : 1.8%, -17.1%, -0.4%, 12.7
CCN(C(=O)COC(=O)c1c2c(nc3ccccc13)CCC2)c1c(N)n(Cc2ccccc2)c(=O)[nH]c1=O
 : -1.2%, -8.7%, -1.9%, -2.7
COc1ccccc1CC(=O)c1ccccc1OC
 : 4.4%, 5.4%, -2.2%, -0.3
O=C(O)CN1CCNCCN(CC(=O)O)CCNCC1
 : 2.0%, -30.5%, -8.8%, 13.7
CC(C)(c1ccc(O)c([N+](=O)[O-])c1)c1ccc(O)c([N+](=O)[O-])c1
 : -5.0%, 23.9%, 0.1%, -22.6
COc1ccc(C2=CSC3=NCCN23)cc1Br
 : 1.8%, 19.0%, -0.3%, -0.4
Cc1ccc(S(=O)(=O)C(NC(=O)c2ccccc2)=C(Cl)Cl)cc1
 : 3.4%, -30.7%[inhibitor], -0.1%, -5.3
COc1ccc(CN(C)C(=O)c2cccc(S(=O)(=O)N3CCCc4ccccc43)c2)c(OC)c1OC
 : -3.4%, -21.8%, -4.1%, 5.1
COc1c(C)cccc1C(=O)Nc1cc(-c2nn3c(C)nnc3s2)ccc1C
 : -1.0%, -6.1%, -8.4%, -8.3
CCOP1(=O)C=C(Sc2ccc([N+](=O)[O-])cc2[N+](=O)[O-])C(C)(C)O1 (centres undefined)
 : -0.8%, -24.3%, -3.4%, 6.5
C=C(C1=CCN(S(=O)(=O)C(C)(C)C)[C@@H]1CCO)c1ccccc1
 : 3.3%, -8.8%, 0.3%, -4.3
O=C(Nc1ccccc1C(=O)O)c1cccc(F)c1
 : 3.3%, -7.2%, -4.3%, -13.3
CCOC(=O)CCC(NC(=O)c1ccc(Nc2nc3ccccc3nc2C(=O)OCC)cc1)C(=O)OCC (centres undefined)
 : 4.0%, 4.0%, -4.0%, 8.9
CCOc1ccc(NC(=O)N(O)C2(C#N)CCCCC2)cc1
 : 0.2%, -6.4%, -4.5%, -3.3
CNC(=O)C1CC(=O)N(c2ccc(OCC(=O)Nc3ccc(F)cc3)cc2)C1 (centres undefined)
 : 2.5%, 3.6%, 0.9%, 0.1
O=C1CCN(c2ccccc2)N1
 : 1.5%, 0.4%, 0.1%, -13.9
O=C(O)C(Cc1ccccc1[N+](=O)[O-])N1C(=O)c2ccccc2C1=O (centres undefined)
 : -0.6%, 8.5%, -1.4%, 3.2
O=C(CNC(=O)OCc1ccccc1)NC(Cc1cnc[nH]1)C(=O)O (centres undefined)
 : 1.5%, -0.4%, -5.9%, 15.3
CCC1(C)CN=C(c2ccccc2)NC1 (centres undefined)
 : -0.1%, 17.9%, 0.7%, -2.7
COCCN(C(=O)CSc1nc2ccccc2s1)c1c(N)n(Cc2ccccc2)c(=O)[nH]c1=O
 : 14.5%, -24.2%, -8.4%, -21.3
COc1cccc(-c2nnc(-c3ccc4ccccc4c3)o2)c1
 : -7.3%, -3.1%, -1.3%, -17.5
Cn1c(SCc2ccccc2)nccc1=O
 : -0.2%, 15.7%, -0.4%, 15.6
Cc1cccc(/C=N/NC(=O)CC(=O)NCCc2ccccc2)c1
 : -2.9%, -7.1%, -3.3%, -24.5
O=C(NCCc1ccccc1)c1ccc(NC(=O)C2CCCC2)cc1
 : 3.3%, -3.2%, -0.4%, 7.7
O=C(C=Cc1ccccc1)NCCNC(=O)C=Cc1ccccc1
 : 0.8%, 7.6%, -2.3%, -17.6
Cc1ccc(Nc2c(O)nc[nH]c2=O)cc1C
 : -0.8%, 5.2%, -1.6%, -0.6
Oc1c(Br)cc(CNC2CCCCC2)cc1Br
 : 1.7%, -13.7%, 2.2%, -7.9
C#CCNC(=O)C1=C[C@H](c2ccc3c(c2)OCO3)C[C@H](OCCCCO)O1
 : -0.6%, -5.6%, -0.4%, 7.0
COc1ccc(CCNC(=O)COC(=O)CSc2ccc(C(N)=O)cc2[N+](=O)[O-])cc1OC
 : 0.9%, -21.0%, -1.4%, -0.8
O=C(c1ccc(NS(=O)(=O)c2cccc3cccnc23)cc1)N1CCOCC1
 : 0.0%, 14.5%, -1.8%, -2.0
CCn1c(SCC(=O)Nc2ccc(NC(=O)c3ccco3)cc2)nnc1-c1cccs1
 : 1.5%, 5.6%, -2.9%, 4.2
COc1ccc(F)cc1CN1CCN(C(=O)c2ccc(S(=O)(=O)N3CCCCCC3)cc2)CC1
 : 0.2%, 13.0%, -4.6%, 0.8
CCOC(=O)c1ccc(NC(=S)Nc2ccc(Br)cc2N)cc1
 : -1.5%, -3.3%, -1.9%, 16.6
CC(=O)c1ccc(CCCc2ccc(C(C)=O)cc2)cc1
 : -3.6%, 17.4%, -1.1%, -0.2
Cc1ccc(C(=O)N2CCC(C(=O)c3ccc(F)cc3)CC2)cc1
 : -7.3%, ?, -2.9%, 17.1
CCOC(=O)c1cnc(-n2nc(C)cc2C)nc1Nc1cccc(C(C)=O)c1
 : -3.2%, 2.6%, -2.1%, 11.8
O=C(CCCCCCCCC(=O)N1CCCCC1)N1CCCCC1
 : -1.6%, -3.3%, 0.3%, -14.5
CC(=O)Oc1cccc2c1C(=O)C1CC=CC(OC(C)=O)C1C2=O (centres undefined)
 : -10.2%, -38.6%, -4.0%, -23.0
Cc1cc(C)nc(NC(=S)NC(=O)c2ccccc2F)n1
 : 5.9%, 12.0%, -6.3%, -20.7
Cc1c(NS(=O)(=O)c2cccc(C(=O)NCc3ccco3)c2)c(=O)n(-c2ccccc2)n1C
 : 6.5%, 9.9%, 0.1%, -8.7
CCOC(=O)N1CC(C)N(CC(O)CN2CCOCC2)CC1C (centres undefined)
 : 0.2%, -0.7%, 1.4%, -12.0
O=C(C(c1ccccc1)C(O)c1ccccc1)N1CCOCC1 (centres undefined)
 : 3.9%, -5.8%, -4.7%, -26.0
O=c1[nH]c2ccc(Br)cc2o1
 : -1.6%, -11.6%, -4.5%, 4.0
O=C1CCCC(O)=C1Sc1cc(Cl)c(Cl)cc1Cl
 : 9.5%, -21.7%, -2.3%, -0.9
C=C1CCN([C@@H](CC(C)C)C(=O)NCc2cc(OC)c(OC)c(OC)c2)S(=O)(=O)c2ccccc21
 : 5.5%, 6.5%, -0.4%, -15.1
Clc1ccc(Cl)c2sc(N3CCOCC3)nc12
 : -3.1%, -29.0%, -3.2%, -10.8
COc1ccc([C@H]2/C=C\CN(S(C)(=O)=O)[C@@H](C)C(=O)N2Cc2ccc(F)cc2)cc1
 : -4.1%, 0.6%, -1.3%, -10.6
CCC1CCCCN1C(=O)CCn1c(=O)oc2ccccc21 (centres undefined)
 : -1.0%, -27.6%, -0.3%, 3.2

Screens: PubChem BioAssay, National Center for Advancing Translational Sciences (NCATS)
